Screening results from PubChem BioAssay.
rCAG RNA binder: binders of r(CAG) RNA repeats, primary screen, biochemical, fluorescence. r(CAG) RNA repeat, TO-PRO-1 dye displacement fluorescence. AID 651821, 2012. inhibition, % at 3 µM. 1.3% of 370,000 active;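 active = inhibition above the plate cutoff, the mean of all test compounds on that plate plus 3 SD, cut at about 35% in these data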;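 also: 0% = DMSO alone and 100% = 100 µM mitoxantrone as full dye displacement; higher means more dye released from RNA so lower well fluorescence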
HTRA1 inhibitor: HTRA1 serine protease inhibitors, primary screen, biochemical, fluorescence polarization, HTS. Q92743. 0.5% of 340,000 active. inhibition, % at 5.96 µM. recombinant HTRA1, FP-rhodamine activity-based probe; in the data active = inhibition above about 36%;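 also: 0% = enzyme with DMSO and 100% = wells lacking enzyme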
SMARCA2 act: SMARCA2 (BRM) function activators, primary screen, cell-based, luminescence, high throughput. activation, % at 9.1 µM. AID 652017, 2013. MG213 cells, MMTV-luciferase reporter, dexamethasone, overnight. 1% of 370,000 active; in the data active = activation above about 7.8%;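 also: 0% = vehicle wells and 100% = reference activator wells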
Rev-erbA mod: modulators of Rev-erb alpha DNA binding, primary screen, biochemical, FITC-DNA, fluorescence polarization, uHTS. AID 1259318, 2017. Rev-erbα–FITC-DNA binding, 90 min. 0.79% of 370,000 active. activity, % at 10 µM. Nuclear receptor subfamily 1 group D member 1 (Homo sapiens), P20393;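 active = activity above about 14%, limit read from the data; passing the limit was not always enough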;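 also: 0% = DMSO wells with 35 nM protein and 100% = DMSO wells with 750 nM protein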
Target sequence (P20393 whole entry, looked up): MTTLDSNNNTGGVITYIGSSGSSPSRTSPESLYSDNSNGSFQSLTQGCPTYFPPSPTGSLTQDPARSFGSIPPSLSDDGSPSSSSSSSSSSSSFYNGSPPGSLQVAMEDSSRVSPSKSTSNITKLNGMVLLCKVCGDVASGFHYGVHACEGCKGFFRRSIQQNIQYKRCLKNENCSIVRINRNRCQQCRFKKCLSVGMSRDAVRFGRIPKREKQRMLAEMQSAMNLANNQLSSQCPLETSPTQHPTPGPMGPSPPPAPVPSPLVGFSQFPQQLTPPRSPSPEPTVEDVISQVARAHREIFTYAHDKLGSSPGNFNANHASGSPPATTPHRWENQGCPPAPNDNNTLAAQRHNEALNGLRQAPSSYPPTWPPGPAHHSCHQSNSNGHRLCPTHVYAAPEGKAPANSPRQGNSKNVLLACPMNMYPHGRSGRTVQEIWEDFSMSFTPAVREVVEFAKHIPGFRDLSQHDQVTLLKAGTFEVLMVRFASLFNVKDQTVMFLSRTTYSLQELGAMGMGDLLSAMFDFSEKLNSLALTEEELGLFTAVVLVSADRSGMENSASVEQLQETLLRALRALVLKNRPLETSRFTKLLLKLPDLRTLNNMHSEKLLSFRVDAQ
GC-A act: GC-A stimulated cGMP production enhancers – HEK293 GC-A cells, cGMP TR-FRET, EC30 ANP, primary screen; 0.14% of 370,000 active; Atrial natriuretic peptide receptor 1 (Homo sapiens), P16066; activation, % at 10 µM; 0% at EC30 ANP, 100% saturating ANP; in the data active = activation above about 40%
GC-B act: human GC-B receptor activators, primary screen, HEK293 GC-B cells, cGMP TR-FRET, EC30 CNP. Atrial natriuretic peptide receptor 2 (Homo sapiens), P20594. activation, % at 10 µM. 0% at EC30 CNP, 100% saturating CNP. 0.11% of 370,000 active;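 active = activation at 10 µM reaching about 35% in either raw or pattern-adjusted values, limit read from the data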
ASAP1 GAP inh: inhibitors of human ASAP1 ArfGAP activity, primary screen, biochemical, fluorescence polarization; Arf-GAP with SH3 domain, ANK repeat and PH domain-containing protein 1 (Homo sapiens), …; inhibition, % at 16.5 µM; AID 624377, 2012; 0.19% of 360,000 active; ASAP1-stimulated ARF1 GTP hydrolysis, GDP FP detection; in the data active = inhibition above about 25%;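 also: 0% = vehicle with enzyme and substrate and 100% = no enzyme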
Target sequence (Q9ULH1 325-724 limits assumed): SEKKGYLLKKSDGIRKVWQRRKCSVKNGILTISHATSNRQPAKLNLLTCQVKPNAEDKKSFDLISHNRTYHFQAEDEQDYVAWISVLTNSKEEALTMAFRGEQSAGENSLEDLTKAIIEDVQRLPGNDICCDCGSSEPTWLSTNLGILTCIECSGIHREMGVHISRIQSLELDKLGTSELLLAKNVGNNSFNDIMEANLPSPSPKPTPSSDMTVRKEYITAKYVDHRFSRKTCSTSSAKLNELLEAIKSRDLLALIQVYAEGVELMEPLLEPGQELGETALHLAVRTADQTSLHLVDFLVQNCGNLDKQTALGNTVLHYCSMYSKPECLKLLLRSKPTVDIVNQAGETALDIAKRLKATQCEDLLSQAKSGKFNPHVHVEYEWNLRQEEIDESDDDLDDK
ARFGAP1 inhibitor: inhibitors of rat ARFGAP1 GAP activity, primary screen, biochemical, fluorescence polarization, GDP tracer; 0.26% of 360,000 active; AID 651572, 2012; inhibition, % at 16.5 µM; Arfgap1-stimulated ARF1 GTP hydrolysis, GDP FP detection;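 active = inhibition above a per-plate limit, mean inhibition of low control wells plus 3 SD, cut at about 25% in these data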;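 also: 0% = DMSO wells with enzyme and 100% = wells lacking Arfgap1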
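Assay system: purified rat His6-Arfgap1 residues 1-136 (GAP domain); Reagent: human Δ17 ARF1 bound to GTP; Dosing: 16.5 µM single point, 1.26% DMSO; Times: GTP hydrolysis reaction 2 h at 25 °C; Signal: FP, GDP Alexa 633 tracer displaced from anti-GDP antibody, 620/688 nm; Measure: % inhibition from polarization.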
ABHD4 inh: ABHD4 inhibitors, primary screen, biochemical, fluorescence polarization, mouse. purified mABHD4, FP-Rh probe fluorescence polarization. inhibition, % at 8.92 µM. 0.54% of 370,000 active. AID 720543, 2013;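 active = inhibition exceeding the mean over every tested compound plus 3 SD, cut at about 30% in these data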;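 also: 0% = plate median of compound wells and 100% = S159A mutant with DMSO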
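Doses – 8.92 µM, single dose · Material – wild-type mouse ABHD4 protein · Replication – single well per compound (singlicate) · Measure – percent inhibition of probe binding, normalized to plate controls · Schedule – 45 min compound pre-incubation plus 60 min probe step, 25 °C · Detection – fluorescence polarization with parallel and perpendicular emission, 525/598 nm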
PG9 Ab binder: binders of HIV-1 gp120 antibody PG9, primary screen, biochemical, TR-FRET; TR-FRET gp120-PG9 antibody binding; HIV-1 gp120 / PG9 antibody interaction; inhibition, % at 6.7 µM; AID 624416, 2012; 0.43% of 360,000 active; in the data active = inhibition above about 8.5%
Starred values were filed as active, the others as inactive; . = not tested or not shown; & = joins results of further samples.

Start of the data: the first 4 entries as a preview:
The line under a structure holds: PG9 Ab binder	SMARCA2 act	Rev-erbA mod	GC-B act	ARFGAP1 inhibitor	GC-A act	ABHD4 inh	ASAP1 GAP inh	HTRA1 inhibitor	rCAG RNA binder
Cc1ccc(OCC(=O)NNC(=O)c2ccc3c(=O)n4c(nc3c2)CCC4)cc1
→ -1.4	-1	-7	2	7	1	-4	-4	-5	8
CCOC(=O)[C@]12CCC=C1N(Cc1ccccc1)C(=O)[C@H](CC(=O)NCC13CC4CC(CC(C4)C1)C3)C2
→ 0.4	0	6	-8	-3	-2	11	-4	.	4
CCC(C)[C@H](N)C(=O)NC[C@H]1CC[C@H](C(=O)N[C@@H](Cc2ccccc2)C(=O)O)CC1 (some centres not stated)
→ -1.5	1	7	1	17	0	1	-8	1	-2
Cc1cc(C)c(S(=O)(=O)N2CCC(C(=O)NCc3ccncc3)CC2)c(C)c1
→ -2.3	-1	-2	1	-2	1	1	13	-1	-5

All compounds of this part, repeating the preview:
The line under a structure holds: PG9 Ab binder	SMARCA2 act	Rev-erbA mod	GC-B act	ARFGAP1 inhibitor	GC-A act	ABHD4 inh	ASAP1 GAP inh	HTRA1 inhibitor	rCAG RNA binder
Cc1ccc(OCC(=O)NNC(=O)c2ccc3c(=O)n4c(nc3c2)CCC4)cc1
→ -1.4	-1	-7	2	7	1	-4	-4	-5	8
CCOC(=O)[C@]12CCC=C1N(Cc1ccccc1)C(=O)[C@H](CC(=O)NCC13CC4CC(CC(C4)C1)C3)C2
→ 0.4	0	6	-8	-3	-2	11	-4	.	4
CCC(C)[C@H](N)C(=O)NC[C@H]1CC[C@H](C(=O)N[C@@H](Cc2ccccc2)C(=O)O)CC1 (some centres not stated)
→ -1.5	1	7	1	17	0	1	-8	1	-2
Cc1cc(C)c(S(=O)(=O)N2CCC(C(=O)NCc3ccncc3)CC2)c(C)c1
→ -2.3	-1	-2	1	-2	1	1	13	-1	-5
COC(=O)C1C(c2ccccc2)C(C(=O)N2CCOCC2)C1c1ccccc1 (configuration not stated)
→ 1.3	-4	-2	1	9	5	-8	-6	9	-1
CCOC(=O)c1cc(NC(=O)N2CCOCC2)c(C)nc1C
→ -0.9	0	-1	-2	11	1	4	5	7	0
COc1ccc(NC(=O)CSc2nccn2Cc2ccccc2)cc1
→ -2.2	4	-2	5	-4	-2	3	9	-4	-4
Nc1nnnn1/N=C/c1cccc(O)c1
→ 0.5	0	5	10	-2	5	9	-6	-2	1
CC(C)c1ccc(S(=O)(=O)N2CCN(C(=O)CN3C(=O)NC4(CCCCC4)C3=O)CC2)cc1
→ 0.6	0	-4	-1	-18	0	-1	1	0	-6
CC(C)(C)NC(=O)c1ccc(COCC(F)(F)F)o1
→ 0.4	-2	-2	1	4	3	-3	-16	-1	-5
O=S1(=O)CC/C(=N/Nc2ccccn2)c2cc(F)ccc21
→ -1.6	-3	0	-3	6	4	-3	-14	-3	-1
COCCC(=O)N1CCCC(CCC(=O)NCc2ccc(F)c(F)c2)C1 (configuration not stated)
→ 2.3	-1	-1	-2	-2	0	-1	13	-7	-3
O=C(NCC(=O)N1CCN(c2ccccc2O)CC1)c1cccs1
→ -0.4	1	-2	2	3	0	7	-6	0	4
C=CCN(Cc1nc(-c2cc(OC)ccc2OC)oc1C)C1CCS(=O)(=O)C1 (configuration not stated)
→ -0.3	0	0	-3	-2	4	1	8	4	-4
O=C(Nc1nncs1)Oc1ccccc1
→ -0.6	-2	-5	2	9	2	-3	5	-1	2
CCOc1ccc(CCNC(=O)CCN2C(=O)COc3ccccc32)cc1OCC
→ 0.0	0	2	0	-4	2	0	12	-4	-12
Cc1ccc(Cn2nnc3c(=O)n(Cc4cc(C)ccc4C)cnc32)cc1
→ 0.7	-3	1	0	1	-3	-5	-8	1	0
CC(C)(C)C1CCc2c(sc(NC(=O)c3cccs3)c2C(=O)N2CCCCC2)C1 (configuration not stated)
→ 0.1	-2	-2	-2	-3	2	15	7	-10	4
CNC(=O)c1cc2cc(OC)ccc2n1CCN(C)C
→ -0.5	1	-1	-3	17	2	0	-4	-6	1
Cc1ccc(NC(=O)CN2C(=S)NC(C)(C)CC2C)cc1Cl (configuration not stated)
→ 1.3	-2	-1	5	5	4	2	-17	-6	-4
Cc1ccc(N2C(=O)/C(=C\c3ccc(C(C)C)cc3)N=C2SC2CCOC2=O)cc1 (configuration not stated)
→ -0.9	-1	-6	4	0	0	-2	1	-3	3
NC(=S)N/N=C/c1coc2cc(Cl)ccc2c1=O
→ -1.9	-1	5	-10	6	-7	12	4	0	0
O=C(CCN1C(=O)C2C3C=CC(C3)C2C1=O)N1CCN(c2ccccn2)CC1 (configuration not stated)
→ -0.8	-2	1	4	11	1	2	6	0	-4
O=C(NNC(=O)c1ccc2[nH]c(=O)c(=O)[nH]c2c1)c1cccc(Br)c1
→ -0.1	-3	1	0	4	5	0	6	-1	1
C(=N\Nc1nc2ccccc2[nH]1)/c1ccc2c(c1)OCCO2
→ -5.0	-7	4	1	7	8	27	7	20	5
CCc1nc2ccc(C(=O)Nc3cccc(OCC(=O)N(C)C)c3)cn2c1N(CCN(C)C)CC1CC1
→ 0.2	-5	-4	2	12	-4	-4	-13	.	-2
Cc1cc(C)c(NC(=O)CCn2nnc3ccccc32)c(C)c1
→ 0.5	-2	-1	0	-7	6	0	-16	.	-4
Cc1ccc(N2CC(C(=O)OCC(=O)Nc3ccccc3F)CC2=O)cc1 (configuration not stated)
→ 0.5	-1	2	0	6	3	-3	0	-17	-6
CCOc1ccc(-n2cc(C(=O)NCCOC)c3cc(OC)c(OC)cc3c2=O)cc1
→ -1.1	1	1	-3	18	0	3	12	5	-6
CCCCn1c(N)c(NCC)c(=O)[nH]c1=O
→ -0.1	0	-2	-1	0	-2	5	3	-1	3
COc1ccc(S(=O)(=O)NNC(=O)c2cc3ccccc3o2)cc1
→ 0.6	-2	5	1	1	1	-2	6	-1	0
C=CCN1C[C@H](COC(=O)CSc2ccccc2)Oc2cccc(F)c2S1(=O)=O
→ 0.6	-2	2	5	-4	-2	1	-8	.	2
COc1ccc(COC(=O)c2ccc(Cl)c(S(=O)(=O)N3CCOCC3)c2)cc1F
→ -2.4	-2	-1	6	-6	1	-6	4	-13	-5
O=C(NCCc1ccc(Cl)cc1)C1CCCN(c2ncnc3c2nc2n3CCCCC2)C1 (configuration not stated)
→ -2.5	1	1	-5	19	-5	-3	9	7	-4
Cn1c(N)c(C(=O)COC(=O)/C=C/c2cccc(F)c2)c(=O)n(C)c1=O
→ -0.8	-2	8	5	11	2	-4	10	3	1
N#CCCn1cc(C(=O)O)c(-c2cc3ccccc3o2)n1
→ -0.1	0	0	4	0	0	-2	0	2	-1
CCCCC[C@@H]1C=C(C(=O)O)[C@H](c2ccc3c(c2)OCO3)N1S(=O)(=O)c1ccc(C)cc1
→ -0.6	-1	6	4	-12	0	5	-11	-21	65*
Cc1ccc(C(=O)Cn2c(C)cc(C)c(C#N)c2=O)cc1
→ -0.9	3	-1	6	13	-1	-4	22	-3	0
COC(=O)c1ccc(CSC2=NC[C@@H]3[C@@H]4C(=O)N(Cc5ccccc5)C(=O)[C@@H]4[C@](Cc4ccccc4)(C(=O)OC)N23)cc1
→ 0.5	-6	0	2	-1	6	-9	7	-19	9
CCn1cc(C(=O)N2CCN(c3cccc(Cl)c3)CC2)c2cc(OC)c(OC)cc2c1=O
→ -2.1	2	-2	1	12	-7	-7	-2	-10	2
COC(=O)C1CCN(Cc2cc(=O)oc3cc(OC)ccc23)CC1
→ 0.1	3	1	1	8	3	8	-11	1	1
O=C(CNS(=O)(=O)c1ccccc1F)Nc1ccc(N2CCOCC2)cc1
→ -1.0	7	-4	1	1	3	0	-6	8	-2
COc1ccc(CN(C)C(C)C(=O)Nc2cccc3ccccc23)cc1 (configuration not stated)
→ -1.0	0	-4	-2	-13	-5	-1	5	-25	2
NS(=O)(=O)c1cc2c(cc1C(F)(F)F)NCNS2(=O)=O
→ 1.2	-4	-6&8	-2	10	2	6	1	1	3
O=c1cccc2n1Cc1cc3ccccc3nc1-2
→ 0.6	6	-3	3	12	11	3	8	3	2
O=C(NC1CCCCC1)C1CCN(c2cnccn2)CC1
→ -1.7	-2	-4	5	14	-1	1	11	5	-3
O=C(NCC1CCCO1)c1cc2ccccc2cc1O (configuration not stated)
→ -1.1	1	2	-3	-3	4	-10	-9	-1	6
CCN(CC)C(=O)c1ccccc1NC(=O)c1cccc(S(=O)(=O)N(CC)CC)c1
→ -1.7	0	-1	7	-7	-4	-2	13	-2	-3
CN(CCCNC(=O)C1CCC(=O)N1Cc1ccccc1Cl)c1ccccc1 (configuration not stated)
→ -0.3	0	7	-3	-1	-6	5	-1	1	-6
Cc1nc(SCC(=O)NCC2CCCO2)c2c(C)c(C)sc2n1 (configuration not stated)
→ -0.7	-5	-5	4	16	4	0	5	2	-2
O=C(CC(c1ccccc1)c1ccccc1)Nc1ccc(C(=O)O)cc1
→ -1.4	-2	-5	-1	2	0	-18	-2	-1	9

Nothing new here: an excerpt of the list.
The line under a structure holds: PG9 Ab binder	SMARCA2 act	Rev-erbA mod	GC-B act	ARFGAP1 inhibitor	GC-A act	ABHD4 inh	ASAP1 GAP inh	HTRA1 inhibitor	rCAG RNA binder
CCOC(=O)c1cc(NC(=O)N2CCOCC2)c(C)nc1C
→ -0.9	0	-1	-2	11	1	4	5	7	0
COc1ccc(NC(=O)CSc2nccn2Cc2ccccc2)cc1
→ -2.2	4	-2	5	-4	-2	3	9	-4	-4
Nc1nnnn1/N=C/c1cccc(O)c1
→ 0.5	0	5	10	-2	5	9	-6	-2	1

This is a random part of the collection; any-hit rate near 4.4%.
